# KCNH2 WT inh – inhibitors of human wildtype KCNH2 potassium channel. Q12809. U2OS, BacMam KCNH2, thallium flux FluxOr; active compounds read low. activity change, % at 1.84 µM. 0.37% of 340,000 active. AID 720551;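 active = maximum activity change below -70%; inconclusive = maximum activity change between -70% and -50%; inactive = maximum activity change above -50%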; also: % is scaled to controls: 0 for no effect and ±100 for the full control effect
#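 U2OS cells transduced with wild-type KCNH2 virus are loaded with FluxOr dye for 45 min, and thallium flux is measured in kinetic reads before and after stimulation buffer. Rate constants are normalized to DMSO controls.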
# TCR act – activates T cell receptor signaling. AID 504894. Potency, µM (highest dose often 9.22 µM), for inactives: top-dose activation of IL-2 secretion, usual class: activators. 330,000 tested, under 10 active. primary human leukocytes, anti-CD3, IL-2 HTRF, 48 h; also: % of control where 0% means no effect
#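 Activity was scored as IL-2 release from primary human leukocytes given only a TCR signal (a-CD3 beads) plus compound for 48 hr. Detection used a two-antibody HTRF format read at 665nm.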
# AT treatment – candidate therapy for ataxia-telangiectasia. 0.19% of 320,000 active. […] A-T fibroblasts, KAP-1 phosphorylation AlphaLISA; neocarzinostatin DNA damage 30 min before lysis. AID 485349. Potency, µM (top dose mostly 57.5 µM), for the others: at the top dose activation, actives largely listed as activators; also: potency is read from the fitted curve at half-maximal effect; % of control where 0% means no effect; nearly all actives have a fitted effect of over 45% in size
#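 ATM-like activity read as KAP-1 phosphorylation via AlphaLISA donor/acceptor antibody pairs after lysis and 6 hr at 25C. Cells were ATM-null patient fibroblasts ([…], hTERT), dosed 60 min, then exposed to the DSB inducer NCS for 30 min.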
# Chronic BCR inh – chronic active BCR signaling inhibition; 0.05% of 340,000 active; AID 493014; Potency, µM (doses to about 46.1 µM), for the others: at the highest dose ratio change, negative = lower green/red ratio, hits mostly inhibitors; ABC-DLBCL IkBa-CBG/CBR reporter, luminescence ratio, 4 h; active = well fitted inhibition curve with a large enough effect in the signal ratio, with a control signal flat, not every such curve was filed as active; inconclusive = small, poorly fitted or top-dose-only effect, or effect the other way, or a change in a side signal; the % refers to the signal ratio;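 also: potency is read from the fitted curve at half-maximal effect; plate controls were basal doxycycline-induced cells for no effect and cells given 10 µM MG132 for full effect; MG132 reads +100%, hits lower the ratio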
#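 Compounds up to 46 uM were incubated four hours with TMD8 cells whose green CBG68 luciferase is fused to IkappaBalpha; red CBR luminescence normalised the signal, and concentration-effect curves were fitted to fusion, red and ratio data.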
# Tb PFK inh – T. brucei PFK enzyme inhibition | O15648 | T. brucei PFK, ADP-Glo luminescence | Potency, µM (doses to about 57.5 µM), for inactives: at the top dose activity, negative = inhibition, most hits filed as inhibitors | 0.17% of 330,000 active | AID 485367;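 also: potency is read from the fitted curve at half-maximal effect; 0% = uninhibited 1x PFK enzyme wells and -100% = no-enzyme wells; nearly all actives have a fitted effect of over 60% in size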
# Target sequence (O15648 whole entry, looked up): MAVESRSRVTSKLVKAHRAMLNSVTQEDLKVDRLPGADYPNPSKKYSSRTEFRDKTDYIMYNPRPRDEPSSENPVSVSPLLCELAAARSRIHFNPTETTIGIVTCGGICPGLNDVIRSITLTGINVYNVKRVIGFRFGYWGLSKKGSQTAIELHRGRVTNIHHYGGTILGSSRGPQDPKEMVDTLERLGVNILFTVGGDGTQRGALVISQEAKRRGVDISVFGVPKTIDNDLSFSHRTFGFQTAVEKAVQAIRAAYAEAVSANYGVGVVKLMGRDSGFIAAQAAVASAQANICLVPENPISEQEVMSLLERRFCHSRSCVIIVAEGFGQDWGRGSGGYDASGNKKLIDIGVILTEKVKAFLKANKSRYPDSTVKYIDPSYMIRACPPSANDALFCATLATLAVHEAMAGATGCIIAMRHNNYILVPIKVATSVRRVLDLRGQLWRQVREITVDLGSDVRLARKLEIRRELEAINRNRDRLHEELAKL
#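 PFK 1.25 nM, F6P 0.5 mM, ATP 0.1 mM, 0.1 M TEA pH 8.0, 5 mM MgCl2, 0.01% Tween20, 0.1% BSA; 45 min RT. ADP-Glo readout. qHTS titration up to 57 uM; curves fitted, compounds curve-classed.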
# FBPA coupling cs – counter-screen for Giardia aldolase inhibitors: coupling enzyme system; coupling enzyme system counterscreen, AmpLite Red fluorescence; activity change, negative = inhibition, % at 58.2 µM, hits read low; 0.67% of 290,000 active; in the data active = activity change below about -30%; also: % is scaled to controls: 0 for no effect and ±100 for the full control effect
#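 Coupling enzymes only (glyceraldehyde-3-phosphate) + compound, at 57.5 uM final, 10 min RT; add substrate/coupling/AmpLite Red mix, 20 min RT; fluorescence ex 525/em 598 nm. Actives flag coupling-system interference.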
# TSHR antag – human thyrotropin receptor antagonism; P16473; TSHR-expressing cells, TSH-stimulated cAMP HTRF, 2 h; active compounds read low; activity change, negative = inhibition, % at 11.5 µM; 0.2% of 330,000 active; AID 504810;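 active = activity change below a set negative limit, meaning inhibition stronger than a set level, cut at about -70% in these data; inconclusive = activity change between two set negative limits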; also: % is scaled to controls: 0 for no effect and ±100 for the full control effect
#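 TSHR-expressing cells, 200/well, pre-treated with compound, then stimulated with EC80 TSH (4nM final) for 2 hours at 37 deg C. cAMP measured by competitive HTRF: anti-cAMP cryptate antibody in lysis buffer plus cAMP-d2, read after 30 minutes at room temperature.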
# Giardia kill – Giardia lamblia killing | Giardia lamblia trophozoite viability | activity change, % at 7.66 µM, hits read low | 0.15% of 340,000 active | AID 540267; in the data active = activity change below about -80%; inconclusive = between about -30% and that limit;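 also: parasites exposed to compound for two days anaerobically before the ATP read; % is scaled to controls: 0 for no effect and ±100 for the full control effect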
#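 Each well holds 100 Giardia trophozoites and compound. After two days (48 hrs) at 37 deg C in anaerobic conditions, ATP is quantified by luminescence.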
# GALK inhibitor – blocks human galactokinase activity; P51570; Potency, µM (series often up to 57.5 µM), for inactives: top-dose activity change, negative = inhibition, hits mostly inhibitors; 0.007% of 270,000 active; AID 1868; Purified GALK, Kinase-Glo residual ATP luminescence; also: potency is read from the fitted curve at half-maximal effect; % is scaled to controls: 0 for no effect and ±100 for the full control effect
# Target sequence (P51570 whole entry, looked up): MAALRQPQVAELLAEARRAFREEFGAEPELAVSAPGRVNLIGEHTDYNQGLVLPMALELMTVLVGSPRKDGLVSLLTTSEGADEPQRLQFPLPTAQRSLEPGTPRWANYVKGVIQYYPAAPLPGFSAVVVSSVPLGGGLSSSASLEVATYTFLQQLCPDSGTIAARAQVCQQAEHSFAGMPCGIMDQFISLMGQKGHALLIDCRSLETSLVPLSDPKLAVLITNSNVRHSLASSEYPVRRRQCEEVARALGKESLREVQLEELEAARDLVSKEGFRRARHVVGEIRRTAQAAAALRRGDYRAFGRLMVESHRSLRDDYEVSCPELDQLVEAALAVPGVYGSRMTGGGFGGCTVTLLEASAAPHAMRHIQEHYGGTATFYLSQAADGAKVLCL
#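 Kinase-Glo Plus luminescence measured ATP left after a 1 h room-temperature reaction. The reaction used 5 nM GALK, 100 uM galactose and 35 uM ATP at pH 8.0 (20 mM HEPES, 5 mM MgCl2, 60 mM NaCl, 1 mM DTT, 0.01% BSA).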
# CXXC DNA block – blocks binding of human MLL CXXC domain to DNA | Q03164 | MLL-CXXC / FITC-HOXA9 DNA fluorescence polarization | Potency, µM (series often up to 115 µM), without a hit: top-dose activity change, negative = inhibition, hits mostly inhibitors | 0.037% of 290,000 active; active = well fitted inhibition curve with a large enough effect in the polarisation, with a control signal flat, not every such curve was filed as active; inconclusive = small, poorly fitted or top-dose-only effect, or effect the other way, or a change in a side signal; inactive = no such curve, though single readings can be large or run the other way; the % refers to the polarisation; also: potency is read from the fitted curve at half-maximal effect
#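 Fluorescence polarization: 7 uM MLL-CXXC (stock) preincubated 5 min with compounds, then 50 nM fluorescein-HOX-A9 DNA (stock) added; 30 min ambient. Buffer 50 mM Tris-HCl pH 7.5, 50 mM NaCl, 1 mM DTT, 0.05% BSA.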
# * marks the source's active call; other numbers are inactive results; ? = inconclusive; nt = not tested or not shown; [ ] = another dose, or the depositor's remark. Unless noted, calls follow the shape of the dose curve; as a rule, active = well fitted curve in the direction sought with a large enough effect; inconclusive = small, poorly fitted or top-dose-only effect, or another doubt; inactive = no such curve, though single readings can be large; an effect the other way counts as inactive or inconclusive.
SMILES,KCNH2 WT inh,TCR act,AT treatment,Chronic BCR inh,Tb PFK inh,FBPA coupling cs,TSHR antag,Giardia kill,GALK inhibitor,CXXC DNA block
COc1ccc(CCNC(=S)NCCc2c[nH]c3ccccc23)cc1,nt,4%,-8%,?,-5%,-3,3,-22,2%,7%
O=c1[nH]nc(Cc2ccc3ccccc3n2)c2ccccc12,-15,0%,-1%,?,1%,0,4,-9,0%,-9%
CS(=O)(=O)N1CCN(c2ccccc2NC(=O)Cc2ccccc2)CC1,5,3%,3%,-23%,-3%,7,-3,?,-1%,4%
O=C(c1cccnc1)N1CCN(Cc2cccc(Br)c2)CC1,0,3%,-3%,?,-11%,7,12,14,-2%,-5%
CC(C)(C)C(=O)Nc1cc(C(F)(F)F)ccc1N1CCOCC1,-7,-7%[46.1 µM],nt,?,2%,3,8,-3,-4%,1%
N#CC1C(C#N)N2CCCN2C1c1ccc(Br)cc1 (stereo not drawn),-4,1%,26%,?,0%,1,0,4,1%,-10%
CCOc1ccc(NC(=O)CS(=O)CC(=O)N(CC(=O)NC(C)(C)C)C2CCCC2)cc1 (stereo not drawn),-7,2%,-1%,0%,-4%,1,-2,2,-1%,9%
Cc1nn(Cc2ccc(Cl)cc2)c(C)c1NC(=O)c1cc(C(C)C)on1,-9,3%,3%,3%,-5%,1,-22,-18,0%,-2%
CCOC(=O)C1=C(C)Nc2ccccc2N=C1NC(=O)C(CC)c1ccccc1 (stereo not drawn),nt,3%[46.1 µM],1%,3%,-1%,-1,-5,-8,1%,5%
CC(=O)c1ccc(OCC(=O)N(C)CC(=O)Nc2ccc(N3CCOCC3)cc2)cc1,-8,0%,4%,?,2%,nt,2,14,nt,nt
CCCNC(=S)N1CCC(Cc2ccccc2)CC1,8,4%,12%,0%,-9%,nt,-10,-13,2%,1%
COc1ccc(Cl)cc1S(=O)(=O)N1CCN(C)CC1,-2,-6%,-4%,?,1%,1,7,3,0%,-5%
S=C1COC(c2ccccc2)N1c1ccccc1 (stereo not drawn),-6,0%[46.1 µM],4%,8%,-2%,1,3,-10,-2%,11%
Cn1ccc(C(=O)N2CCCc3ccccc32)n1,-2,4%,2%,0%,0%,2,0,-8,-1%,7%
COc1ccc(/C(C)=N\NS(=O)(=O)c2ccccc2)cc1OC,4,14%[46.1 µM],-3%,2%,0%,1,6,2,2%,4%
O=C(CNC(=O)c1cccs1)N/N=C/c1c[nH]c2ccccc12,nt,4%,-3%,?,-3%,1,-3,13,0%,4%
COc1ccccc1NC(=O)C1CCN(C(=O)NCc2ccccc2)CC1,7,9%,0%,-2%,0%,-1,8,-26,18%,14%
Cc1cc(C)c2[nH]c(=O)c(CN(Cc3ccc4c(c3)OCO4)Cc3nnnn3C3CCCC3)cc2c1,3,3%,-1%,?,2%,-1,-11,-6,-2%,7%
NCC(O)COc1ccc2c(c1)OCO2 (stereo not drawn),3,-2%,nt,?,-1%,3,24,-4,0%,4%
COc1cc(C(=O)N/N=C(\C)c2ccc(NC(=O)Cc3ccccc3)cc2)ccc1O,2,-4%,0%,?,-8%,nt,10,-12,-1%,18%
Cc1ncsc1CCC(=O)N1CCCC(C(=O)c2cccc(Cl)c2)C1 (stereo not drawn),-19,-15%,7%[11.5 µM],7%,0%,3,-4,?,3%,-5%
CCCOc1ccc(C(=O)OCC(=O)c2c(N)n(C)c(=O)n(C)c2=O)cc1OC,26,3%,0%,4%,0%,0,5,6,1%,-8%
Cc1ccccc1N=C1c2cc([N+](=O)[O-])ccc2-c2ncccc21,-3,3%[46.1 µM],-3%,2%,8%,0,3,-1,1%,-4%
CCN(CC)C(=O)CN1C(=O)C2(NC(=O)c3ccccc3N2)c2ccccc21 (stereo not drawn),-1,-4%,0%,5%,-4%,0,-7,-10,3%,1%
C=CCn1c(C(C)NC(=O)COC)nc2ccccc21 (stereo not drawn),-4,6%,7%,-3%,-2%,-4,0,-8,3%,-1%
CN(C)C1=NCCN1CCc1ccccc1,nt,3%,10%,-1%,-4%,nt,0,2,nt,nt
Cc1ccc(C)c(NC(=O)C2CCC(C)(C(=O)O)C2(C)C)c1 (stereo not drawn),-6,7%,6%,-2%,2%,-3,38,1,-2%,-1%
CCCCNC(=S)NNC(=O)c1sccc1C,-2,-8%,3%,2%,0%,1,9,-4,nt,0%
Cc1nn(CC(=O)N2CCN(c3ccccc3)CC2)c(=O)c2cccn12,2,-2%,8%,-46%,0%,-1,-4,-23,nt,nt
CCc1cc(C(=O)c2ccc(Br)cc2)c(NC(=O)CN(CC)CC)s1,32,2%,8%,3%,1%,1,-22,0,5%,5%
O=C(CSCc1nc2c(nnn2Cc2ccc(F)cc2)c(=O)[nH]1)Nc1c(Cl)cc(Cl)cc1Cl,0,nt,-1%,6%,-6%,-1,-5,-5,7%,-4%
CCc1nnc(N/N=C/c2ccccc2Cl)n1N,-7,nt,?,?,-2%,-15,-2,-12,3%,-1%
C=Cc1cccc(NC(=O)COc2ccccc2)c1,5,6%,6%,?,0%,-1,3,-21,0%,6%
COc1cccc(-c2nc3c(c(SCC(=O)N4CCOCC4)n2)Cc2c(CO)cnc(C)c2O3)c1,-13,2%,-6%,?,0%,nt,-10,-17,-1%,10%
N#CC1=C(N)OC2=C(C(=O)CCC2)C1CCc1ccccc1 (stereo not drawn),4,8%,5%,?,4%,-5,-13,1,-3%,-5%
Cc1ccc(NC(=O)N(Cc2ccco2)Cc2cc3cc(C)cc(C)c3nc2Cl)cc1,nt,nt,0%,6%,-3%,-3,2,nt,3%,17%
Cc1cc(C)cc(Nc2ncc3c(n2)CC(c2ccco2)CC3=O)c1 (stereo not drawn),-3,-2%,6%,?,-7%,-3,-14,-4,-1%,-1%
COc1ccc(NC(=O)COC(=O)CCOc2ccccc2C)cc1Cl,0,-9%,-7%,-8%,-5%,nt,5,3,nt,nt
Cc1cc(Br)ccc1OCCN1CC(C)OC(C)C1 (stereo not drawn),10,nt,-1%,?,-1%,0,-6,-11,7%,-8%
COc1cccc(NS(=O)(=O)c2ccc3[nH]cc(C(=O)NCCCOC(C)C)c(=O)c3c2)c1,1,3%,-21%,?,-2%,-12,-22,40[activator],0%,?
O=C(Nc1cnccn1)c1cccc(C(F)(F)F)c1,5,nt,8%,0%,1%,-2,nt,-4,0%,4%
Cc1ccccc1NC(=O)C1(C)Cc2ccccc2C(=O)O1 (stereo not drawn),-2,-2%[46.1 µM],-2%,2%,-5%,1,-42,-7,0%,-4%
CCCCCCNC(=O)CC(NS(=O)(=O)c1ccc(OC)cc1)C(C)C (stereo not drawn),-4,4%[46.1 µM],2%,-3%,6%,2,6,13,nt,3%
Cc1nn(-c2ccccn2)c(N)c1N=O,-4,2%,-10%,?,0%,0,-5,-6,11%,-8%
COc1ccc(/C=C(\NC(=O)c2ccccc2)C(=O)NCc2ccco2)cc1,-1,1%,-3%,0%,9%,2,2,-7,2%,-2%
COc1ccc(C)cc1NC(=O)c1ccc(NS(=O)(=O)c2cccc3cccnc23)cc1,-1,1%,11%,?,-6%,-3,92,7,-2%,2%
COC(=O)C1=CN(C2CC2)C=C(C(=O)OC)C1c1ccc(C(F)(F)F)cc1,-5,-1%,27%,-22%,-5%,-1,0,-3,0%,-9%
c1ccc2c(C[C@@H]3CNCCN3CCC34CC5CC(CC(C5)C3)C4)cccc2c1,-13,3%,3%,0%,2%,nt,0,-19,nt,nt
OCCC1CN(C2CCC2)CCN1Cc1ccc(F)c(F)c1 (stereo not drawn),3,-1%,-11%,-1%,-2%,1,-4,2,-1%,3%
O=S(=O)([N-]c1nc2ccccc2nc1-[n+]1ccccc1)c1ccccc1,-14,9%[46.1 µM],1%,-5%,-2%,-2,-12,20,0%,6%
COc1cc2c(cc1OC)C(COc1cccc(C(F)(F)F)c1)NCC2 (stereo not drawn),6,5%,13%,-11%,4%,-6,-33,-2,-3%,12%
COc1ccc(NC(=O)CSCC(=O)Nc2ccc(S(=O)(=O)N3CCOCC3)cc2)cc1,4,3%,4%,0%,0%,nt,-1,3,nt,nt
CCn1cc(CNC(=O)C2CCC(=O)N(Cc3ccccc3F)C2)cn1 (stereo not drawn),10,5%,19%,4%,6%,1,17,-10,-10%,3%

# Assay outcomes deposited in PubChem by National Center for Advancing Translational Sciences (NCATS).
